# HIF activator: HIF pathway transcriptional activation. activation, % at 7.5 µM (by protocol). 0.32% of 300,000 active. AID 1910. U2OS HRE-luciferase reporter, luminescence; normalized: DMSO 0%, desferrioxamine 100%;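 active = mean activation of at least 10% of the iron chelator positive control signal, with at least half of replicates also reaching 10%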
# HSF1 inhib: HSF1 inhibition | NIH3T3-HGL HSE-luciferase, MG132-induced, luminescence 8 h; stronger effect = lower value | 0.77% of 300,000 active | AID 2098 | activity change, negative = inhibition, % at 7.5 µM (by protocol);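 active = more than half of replicate wells show activity change below -50%, luminescence cut by over half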;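 also: luciferase reports HSF-1 transcriptional activity via heat shock element; 0% = median of DMSO wells and -100% = zero luminescence signal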
# KLF5 inh: inhibitors of KLF5 expression; DLD-1 KLF5 promoter-luciferase reporter, luminescence; inhibition, % at 5 µM; 0.23% of 290,000 active; AID 1700;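 active = inhibition above a per-plate limit of that plate's mean compound inhibition plus 3 SD, cut at about 60% in these data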;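 also: 0% = DMSO wells and 100% = LY294002 at 200 µM; higher means less KLF5 promoter-driven luciferase light; inactives centre near -14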
# HSF-1 act: increases HSF-1 driven luciferase reporter signal | NIH3T3-HGL HSF-1 luciferase reporter, MG132, 8 h; 100% = twice DMSO control signal | activation, % at 9 µM | 1.7% of 300,000 active;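 active = mean replicate activation of at least 50% with a set share of replicates each reaching 50%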;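 also: 0% = median of the neutral control wells and 100% = twice that signal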
# IEC-6 cytotox: IEC-6 cytotoxicity, counter-screen for KLF5 inhibitors. inhibition, % at 5 µM. 0.78% of 290,000 active. luminescence viability; in the data active = inhibition above about 22%;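 also: 0% = plate median of test compound wells and 100% = cytotoxic reference compound wells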
# HSP90 inh: inhibitors of HSP90 luciferase refolding in rabbit reticulocyte lysate; 0.91% of 290,000 active; inhibition, % at 5.6 µM; luciferase refolding luminescence, 3 h;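 active = inhibition above the screen-wide mean plus 3 SD, computed separately per campaign, cut at about 16% in these data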;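 also: 0% = DMSO wells and 100% = 60 µM geldanamycin wells; inhibitors lower the luminescence because luciferase stays unfolded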
# GSK3B inh: human GSK3beta kinase inhibition; activity score (negative = inhibition), % at 10 µM; GST-GSK3beta kinase, ADP-Glo luminescence, 60 min; stronger effect = lower value; 0.038% of 300,000 active;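 active = more than half of replicate wells score below -50%, meaning over 50% inhibition versus plate controls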;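 also: 0% = median DMSO wells and -100% = median GW8510 positive control wells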
# Target sequence (P49841 whole entry, looked up): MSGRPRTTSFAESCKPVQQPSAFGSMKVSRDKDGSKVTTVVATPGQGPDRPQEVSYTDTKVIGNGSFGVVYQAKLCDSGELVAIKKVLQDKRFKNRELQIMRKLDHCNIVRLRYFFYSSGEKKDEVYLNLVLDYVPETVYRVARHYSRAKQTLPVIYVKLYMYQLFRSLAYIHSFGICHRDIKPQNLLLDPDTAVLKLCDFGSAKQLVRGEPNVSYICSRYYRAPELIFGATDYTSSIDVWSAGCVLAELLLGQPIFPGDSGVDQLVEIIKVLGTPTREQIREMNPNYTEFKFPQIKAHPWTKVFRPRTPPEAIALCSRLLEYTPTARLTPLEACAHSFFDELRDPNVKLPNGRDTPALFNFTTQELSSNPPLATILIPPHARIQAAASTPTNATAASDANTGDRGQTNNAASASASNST
#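 Assay system: GST-fused GSK3beta enzyme, cell-free / Medium: Tris pH 7.5 buffer with MgCl2, DTT, BSA, heparin / Also added: peptide substrate plus 25 µM ATP (final) / Compound: 10 µM single point / Timing: kinase reaction with compound 60 min at room temperature / Detection: ADP-Glo luminescence / Benchmarks: DMSO neutral wells and GW8510 at 20 µM as positive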
# aSyn UTR inh: 5' untranslated region of α-synuclein, MLPCN primary screen; alpha-synuclein 5'UTR reporter, inhibitor activity; inhibition, % (tested at 7.5 µM); 0.82% of 300,000 active; AID 1813; in the data active = inhibition above about 60%;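 also: H4 neuroglioblastoma cells stably carrying SNCA 5'UTR luciferase fusion; 0% = DMSO wells and 100% = positive control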
# GSK3 alpha inh: inhibitors of human GSK-3 alpha kinase; 0.1% of 320,000 active; inhibition, % at 10 µM; ADP-Glo luminescence, 60 min; AID 2650;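 in the data active = inhibition above about 50%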;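 also: GST-tagged GSK-3 alpha with peptide substrate and 25 µM ATP; 0% = DMSO neutral wells and 100% = GW8510 positive control wells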
# Target sequence (P49840 whole entry, looked up): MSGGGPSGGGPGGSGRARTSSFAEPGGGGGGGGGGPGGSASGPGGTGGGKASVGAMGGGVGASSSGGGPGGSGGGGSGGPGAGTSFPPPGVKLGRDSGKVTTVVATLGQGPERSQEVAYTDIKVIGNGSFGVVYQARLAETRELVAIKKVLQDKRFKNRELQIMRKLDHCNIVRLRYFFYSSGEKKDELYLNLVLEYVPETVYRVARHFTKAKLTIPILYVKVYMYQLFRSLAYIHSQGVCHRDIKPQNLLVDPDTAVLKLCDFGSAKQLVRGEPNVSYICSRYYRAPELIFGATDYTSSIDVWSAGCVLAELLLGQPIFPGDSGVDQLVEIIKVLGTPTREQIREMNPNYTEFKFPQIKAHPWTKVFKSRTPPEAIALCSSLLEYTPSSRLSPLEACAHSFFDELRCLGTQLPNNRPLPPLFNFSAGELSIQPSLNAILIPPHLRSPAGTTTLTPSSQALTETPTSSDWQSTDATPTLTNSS
# AI-2 QS modul: modulators of Vibrio harveyi AI-2 quorum sensing system. 0.4% of 300,000 active. Vibrio harveyi JMH597 AI-2 luminescence/OD600 ratio, 9 h; stronger effect = lower value; strain lacks LuxN and CqsS sensors; 0 = neutral-control median. activity change, % at 7.5 µM. AID 2094; in the data active = activity change below about -75%, passing the limit was not always enough;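 also: luminescence divided by OD600 gain over 9 h not by final OD600 alone; inactives centre near 13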
# Active calls of the source: *; . = not tested or not shown. No enrichment for hits, and some 4.7% of all compounds hit somewhere here.
canonical_smiles,HIF activator,HSF1 inhib,KLF5 inh,HSF-1 act,IEC-6 cytotox,HSP90 inh,GSK3B inh,aSyn UTR inh,GSK3 alpha inh,AI-2 QS modul
Cn1c(=O)c2c(nc(N3CCCCCC3)n2Cc2cccc3ccccc23)n(C)c1=O,-0.1,-12,-25,-12,-10,4,-12,-10,0,-1
COc1cccc(C2=NOC(C(=O)NC3CCCCC3)C2)c1 (stereo not drawn),0.4,-1,-18,-4,-2,0,2,5,-1,24
CCCC1=C(C(=O)OCC)C(c2ccc(OC)c(CSc3ccccn3)c2)C(C#N)=C(N)O1 (stereo not drawn),-0.3,3,-1,25,10,2,-1,14,-3,10
O=C(NCN1CCCCC1)c1cccnc1,-0.1,-2,-40,23,-1,1,0,-2,.,38
CCOC(=O)c1cncc(NC(=O)c2ccccc2)c1,0.2,-2,20,-6,2,-1,-1,30,-1,12
Cc1cc2cc(C(=O)N3CCc4c([nH]c5ccccc45)C3c3ccccn3)ccc2o1 (stereo not drawn),-0.6,-3,-20,-9,7,-1,2,7,1,-3
COc1ccc2c(C(=O)c3ccc(C)cc3)n(CCC(N)=O)[n+]([O-])c2c1,-0.5,-5,-19,5,1,7,-2,-21,-3,15
CCOc1ncccc1C(=O)NNC(=O)c1ccccc1-n1cccc1,0.1,-7,-24,4,-4,-4,2,20,3,16
COC(=O)CC1COc2ccccc2N1C(=O)c1cccc(Cl)c1 (stereo not drawn),0.1,-3,6,12,0,1,-2,20,-2,20
O=c1oc2cc(O)ccc2c2ccccc12,-0.1,-3,-22,3,0,6,2,-29,31,-11
C=Cc1ccc(C(=O)N2CCCC(Nc3ccc4c(c3)OCCO4)C2)cc1 (stereo not drawn),-0.8,5,-11,8,1,-4,4,-3,.,21
O=C(/C=C/c1ccc(Cl)cc1)NCc1cccs1,0.2,-13,-57,-5,-4,-1,6,-2,-1,-71
COC(=O)N1CCN(CCc2ccccc2)CC1,-0.4,2,-19,13,0,-1,5,-11,-7,15
O=C(Cc1ccccc1)NNC(=O)c1cnccn1,-1.0,-11,-10,-1,-2,-3,0,17,-4,18
O=C1CC(c2ccc(Cl)cc2)CC(=O)C1CS(=O)(=O)c1ccccc1 (stereo not drawn),0.4,8,6,3,3,5,-1,-11,-5,26
O=C1[C@@H]2Cc3c([nH]c4ccccc34)C(c3cccc([N+](=O)[O-])c3)N2C(=O)CN1CCCO (stereo partly drawn),0.9,-9,-21,19,1,0,4,30,1,13
COc1cccc(C(=O)NNC2=CC(=O)CC(C)(C)C2)c1,0.1,-1,-23,2,-2,2,-4,29,-2,11
CCOc1ccc(CNc2ccc(S(N)(=O)=O)cc2)cc1,0.2,4,-16,-3,2,3,1,15,-1,18
COc1ccccc1N1CCN(C(=O)C2CCCN(S(=O)(=O)c3ccc4c(c3)CCCN4C(C)=O)C2)CC1 (stereo not drawn),0.4,-1,-19,4,14,-2,-1,1,-1,37
CC(=O)Nc1ccc(S(=O)(=O)NCCC(=O)Nc2ccc(C)c(F)c2)cc1,-0.2,2,1,3,-9,1,-2,5,-1,1

# Looked up one by one from the entries so far (2):
canonical_smiles,HIF activator,HSF1 inhib,KLF5 inh,HSF-1 act,IEC-6 cytotox,HSP90 inh,GSK3B inh,aSyn UTR inh,GSK3 alpha inh,AI-2 QS modul
COC(=O)CC1COc2ccccc2N1C(=O)c1cccc(Cl)c1 (stereo not drawn),0.1,-3,6,12,0,1,-2,20,-2,20
O=C1[C@@H]2Cc3c([nH]c4ccccc34)C(c3cccc([N+](=O)[O-])c3)N2C(=O)CN1CCCO (stereo partly drawn),0.9,-9,-21,19,1,0,4,30,1,13

# (list continues)
canonical_smiles,HIF activator,HSF1 inhib,KLF5 inh,HSF-1 act,IEC-6 cytotox,HSP90 inh,GSK3B inh,aSyn UTR inh,GSK3 alpha inh,AI-2 QS modul
NC(=S)N/N=C/c1ccccc1[N+](=O)[O-],0.0,-10,-21,-2,0,3,-1,2,-1,12
CCc1ccc(NC(=O)C2CCCN2S(=O)(=O)c2ccc3c(c2)C(C)(C)C(=O)N3C)cc1 (stereo not drawn),-0.2,3,-39,8,4,4,1,1,0,20
C=C1N(c2ccccc2)C(=O)OC1(C)C,-0.5,2,-17,-8,-3,1,2,25,0,4
COc1ccc(-c2nc3ccccc3c(=O)n2NC(=S)N(C)C)cc1,0.2,-2,-38,-1,-10,7,1,2,.,26
CCOC(=O)Cc1cc(-c2ccc(OC)cc2)nc2ccc3ccccc3c12,0.8,6,-6,44,-5,1,-2,-117,1,6
CCOC(=O)c1ccc(NC(=O)COC(=O)c2cccc(Oc3ccccc3)c2)cc1,0.3,-1,-19,17,7,1,3,-8,0,33
Cc1ccc(-n2cc(C(C)(C)C)[nH]c2=S)cc1,1.4,3,-10,38,0,-1,-2,-16,-2,26
CCc1ccc2oc(-c3cc(N=Cc4cccc(OC)c4O)ccc3O)nc2c1,-1.2,-7,-77,-4,0,6,-4,-146,0,12
CCOCCCNC(=O)C(NC(=O)c1ccc(=O)[nH]c1)c1ccccc1 (stereo not drawn),-0.3,0,-6,6,0,2,-1,2,-2,17
O=C(NCCCN1CCN(c2ccccc2F)CC1)C1CCCN(S(=O)(=O)c2cnc[nH]2)C1 (stereo not drawn),.,-6,-9,-9,-2,-1,4,12,.,12
Cc1c(Br)cc(C(=O)NC2CCCCC2)c(C)c1C,-0.3,2,-23,37,1,-3,-1,2,0,14
Cc1cccc(NC(=O)N2CCC(c3nc4ccccc4o3)CC2)c1,.,.,1,.,-5,5,0,.,1,5
Cc1ccc(C)c(NCc2ccccc2CO)c1,-1.0,-6,-1,-3,6,-1,1,12,-2,41
CCCCSc1nc2c(cnn2-c2ccc(C)c(C)c2)c(=O)[nH]1,-0.3,-4,1,15,2,0,4,38,-2,17
O=C(c1cc(N2C(=O)C3C4CCC(C4)C3C2=O)ccc1Cl)N1CCN(c2ccc(F)cc2)CC1 (stereo not drawn),-0.5,-4,1,-12,8,1,-1,29,.,15
N/C(=N\OC(=O)CCC1CCCC1)c1cccc([N+](=O)[O-])c1,0.4,2,5,4,0,-1,1,-5,-2,29
OCC(O)CN1CCCC1 (stereo not drawn),-0.2,-4,-13,16,0,1,7,-6,-1,3
CC1CCC(=O)N(CCSc2ccccc2)CC1 (stereo not drawn),2.7,23,-139,40,-2,11,2,-116,2,3
CC(=C/C(=O)O)/C=C/c1ccc([N+](=O)[O-])cc1,.,.,-3,.,-3,0,.,.,-2,.
Cc1ccc(-c2nnc3ccc(SCC(=O)N4CCc5ccccc54)nn23)cc1,0.0,-4,-39,16,-4,-1,2,15,.,3
CCCCn1c(CN2C(=O)c3ccccc3C2=O)nc2ccccc2c1=O,0.0,-2,-2,12,1,-1,1,6,0,31
CCN(CC)S(=O)(=O)c1cccc(C(=O)NCc2ccccc2)c1,-0.3,-6,-18,26,-2,1,0,9,1,62
FC(F)Oc1ccc(C2N=C(c3ccccc3)NO2)cc1 (stereo not drawn),2.1,18,-87,31,-13,9,3,-199,0,-70
CCOC(=O)N1CCN(C(=O)CNC(=O)c2ccc(Br)o2)CC1,0.5,7,-5,29,1,10,4,-10,-3,12
COc1ccc(-c2cc(C(=O)N/N=C(\C)c3cccnc3)c3ccccc3n2)cc1,1.1,-9,-77,5,12,-4,1,-33,-1,17
O=C(COC(=O)CCC(=O)c1cccs1)Nc1ccccc1[N+](=O)[O-],0.7,0,-3,6,5,-3,4,8,1,20
CC12CN(C(=O)c3ccco3)CC(c3ccccc3)(CN(C(=O)c3ccco3)C1)C2=O,0.1,-5,-25,-8,8,1,4,4,0,8
Cn1cc(Cl)c(-c2nc3ccccc3[nH]2)n1,2.1,12,-161,43,-1,3,-2,-149,2,14
C=CCn1c(N2CCOCC2)nc2c1c(=O)[nH]c(=O)n2C,0.1,-6,1,-1,0,2,1,27,-1,5
Cc1c(-n2c(O)c(C3=c4ccccc4=NC3=O)sc2=O)c(=O)n(-c2ccccc2)n1C,-0.1,3,10,30,-1,0,0,2,-3,13
Cc1ccccc1N(C(=O)Cc1c[nH]c2ccccc12)C(C(=O)NC1CCCCC1)c1ccco1 (stereo not drawn),0.2,11,-26,48,4,-5,1,13,0,11
CCC(=O)Nc1cccc(C(=O)/C=C/c2ccccc2)c1,4.8,17,-44,23,-1,3,-1,-208,-1,18
CN(CC(=O)Nc1cccc(F)c1)C(=O)CCNC(=O)c1ccc(Br)cc1,1.7,12,-18,-1,4,-2,3,-60,0,3
CCc1cccc(NC(=O)C2CCN(S(=O)(=O)c3ccc4c(c3)CC(C)N4C(C)=O)CC2)c1 (stereo not drawn),0.1,-28,-9,-43,4,1,0,11,0,29
NC(=O)C1CCN(C(=O)c2ccc(OCC(=O)Nc3cccc(C(F)(F)F)c3)cc2)CC1,-0.3,-1,.,8,.,.,8,-4,-2,8
CC1=Nc2ccccc2/C1=C\c1nc(-c2ccccc2)oc1O,0.7,1,-18,-12,4,-2,4,-47,.,5
Cc1ccc(S(=O)(=O)N(CC(=O)N2CCC(C)CC2)c2ccccc2)cc1,0.2,7,-8,7,2,-2,1,-12,-2,6

# Compound profiles, as listed above. Order of screens: HIF activator, HSF1 inhib, KLF5 inh, HSF-1 act, IEC-6 cytotox, HSP90 inh, GSK3B inh, aSyn UTR inh, GSK3 alpha inh, AI-2 QS modul
# Cn1cc(Cl)c(-c2nc3ccccc3[nH]2)n1 in the list: 2.1, 12, -161, 43, -1, 3, -2, -149, 2, 14
# NC(=O)C1CCN(C(=O)c2ccc(OCC(=O)Nc3cccc(C(F)(F)F)c3)cc2)CC1 in the list: -0.3, -1, ., 8, ., ., 8, -4, -2, 8
# Cc1c(-n2c(O)c(C3=c4ccccc4=NC3=O)sc2=O)c(=O)n(-c2ccccc2)n1C in the list: -0.1, 3, 10, 30, -1, 0, 0, 2, -3, 13
# CCC(=O)Nc1cccc(C(=O)/C=C/c2ccccc2)c1 in the list: 4.8, 17, -44, 23, -1, 3, -1, -208, -1, 18

# Source: PubChem BioAssay (several laboratories)
